Bioassay records: PubChem, National Center for Advancing Translational Sciences (NCATS)
ALOX12 inh: inhibitors of human 12S-lipoxygenase ALOX12; purified 12hLO, xylenol orange hydroperoxide absorbance; Potency, µM (doses to about 108 µM), inactives show top-dose activity change, negative = inhibition, actives largely listed as inhibitors; actives 1.1% (n = 580,000); AID 1671190; active = well fitted inhibition curve with a large enough effect; inconclusive = small, poorly fitted or top-dose-only effect, or another doubt; inactive = no such curve, though single readings can be large or run the other way
Target sequence (P18054 whole entry, looked up): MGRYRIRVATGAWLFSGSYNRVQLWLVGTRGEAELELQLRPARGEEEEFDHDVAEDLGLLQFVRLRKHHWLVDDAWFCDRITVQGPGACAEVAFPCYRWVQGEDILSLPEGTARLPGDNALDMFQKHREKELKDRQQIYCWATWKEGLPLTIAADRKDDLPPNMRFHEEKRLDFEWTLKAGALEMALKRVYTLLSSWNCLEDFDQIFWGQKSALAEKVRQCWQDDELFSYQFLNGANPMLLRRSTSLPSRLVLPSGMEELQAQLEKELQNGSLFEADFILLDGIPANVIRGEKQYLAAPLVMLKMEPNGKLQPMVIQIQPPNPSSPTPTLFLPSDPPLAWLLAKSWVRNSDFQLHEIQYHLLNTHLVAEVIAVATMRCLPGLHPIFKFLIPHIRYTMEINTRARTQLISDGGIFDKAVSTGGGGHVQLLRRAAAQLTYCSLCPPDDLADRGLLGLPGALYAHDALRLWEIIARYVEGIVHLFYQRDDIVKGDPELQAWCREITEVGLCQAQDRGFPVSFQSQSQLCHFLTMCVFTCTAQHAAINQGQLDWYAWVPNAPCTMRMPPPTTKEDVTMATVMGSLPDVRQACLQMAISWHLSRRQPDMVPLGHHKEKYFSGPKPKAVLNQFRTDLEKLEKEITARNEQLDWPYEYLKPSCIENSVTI
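Hydroperoxide product was detected by ferrous iron/xylenol orange as the 573 to 405 nm absorbance ratio. Arachidonic acid at 40 uM (final) was turned over for 30 min at room temperature by 150 nM human 12hLO, pH 7.0 Hepes buffer, after 15 min compound preincubation.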
Active calls of the source: *; ? = inconclusive; & = joins results of further samples; [ ] = remark or other dose. % is scaled to controls: 0 for no effect and ±100 for the full control effect; potency is read from the fitted curve at half-maximal effect. These rows are one share of the data, so the mix of outcomes need not match the whole.

Start of the data: the first six compounds as a preview:
Compound	ALOX12 inh
CN(C)C(=O)c1cccnc1OC1CCN(S(=O)(=O)c2ccc3c(c2)CCC3)C1 (centres undefined)	-8.7%
O=C(c1cc(F)ccc1F)N1CCN(c2nnc3ccc(Cl)cn23)CC1	62.7%[activator]
COc1cc(OC)cc(-c2onc(C)c2C(=O)NCc2cccc(C)c2)c1	53.7%[activator]
Cc1ccc(OCC(=O)N2CCC(N3CC4CC(C3)[C@H]3CCCC(=O)N3C4)CC2)cc1 (some centres undefined)	19.5%
CC(C)NC(=O)C[C@@H]1C[C@H]2O[C@H](CNC3CCC3)[C@@H](O)[C@H]2O1	13.1%[176 µM]
CC(=O)Nc1ccc(S(=O)(=O)NC[C@@H]2C=C(C)[C@H](CC(=O)NCCN3CCOCC3)C[C@H]2C(C)C)cc1	?

Main list, repeating the preview:
Compound	ALOX12 inh
CN(C)C(=O)c1cccnc1OC1CCN(S(=O)(=O)c2ccc3c(c2)CCC3)C1 (centres undefined)	-8.7%
O=C(c1cc(F)ccc1F)N1CCN(c2nnc3ccc(Cl)cn23)CC1	62.7%[activator]
COc1cc(OC)cc(-c2onc(C)c2C(=O)NCc2cccc(C)c2)c1	53.7%[activator]
Cc1ccc(OCC(=O)N2CCC(N3CC4CC(C3)[C@H]3CCCC(=O)N3C4)CC2)cc1 (some centres undefined)	19.5%
CC(C)NC(=O)C[C@@H]1C[C@H]2O[C@H](CNC3CCC3)[C@@H](O)[C@H]2O1	13.1%[176 µM]
CC(=O)Nc1ccc(S(=O)(=O)NC[C@@H]2C=C(C)[C@H](CC(=O)NCCN3CCOCC3)C[C@H]2C(C)C)cc1	?
COC(=O)CNC(=O)c1nc(-c2c(C)cccc2C)c2ccccn12	97.8%&55.5%[activator]
Cn1nccc1C(=O)N1CCC2(CC1)CC(N(Cc1ccccc1)C1CC1)CCO2 (centres undefined)	6.6%
O=[S+]([O-])(c1cccnc1)c1nnn2c1nc(N1CCOCC1)c1ccccc12	24.6%
Cn1ncc(N2CCCC(CC(=O)Nc3ccc(Cl)cc3)C2)cc1=O (centres undefined)	3.7%
COCC1CN(C(C)=O)CC12CCN(Cc1ccc(Cl)cc1)CC2 (centres undefined)	?
COc1ccc(C(=O)N2CCCN(c3cc(-c4ccc(Cl)cc4)[nH]n3)CC2)cc1F	35.9%
COC(=O)[C@H]1C[C@@]2(N3CCCCC3)c3ccccc3N(S(=O)(=O)c3ccccc3)[C@H]2N1	0.0%
CC(C)C[C@H](NC(=O)Cn1nc2c(cc1=O)CCCCC2)c1nnc2ccccn12	-10.4%
CS(=O)(=O)c1ccc(OC[C@H]2C[C@@H](NC(=O)C3CCOCC3)[C@H](O)[C@@H]2O)cc1	77.7%[activator][176 µM]

Next part (two carried over from the part before).
Compound	ALOX12 inh
CC(C)C[C@H](NC(=O)Cn1nc2c(cc1=O)CCCCC2)c1nnc2ccccn12	-10.4%
CS(=O)(=O)c1ccc(OC[C@H]2C[C@@H](NC(=O)C3CCOCC3)[C@H](O)[C@@H]2O)cc1	77.7%[activator][176 µM]
COCC1CN(C(=O)CCc2c(C)nn(C)c2C)CC12CCNCC2 (centres undefined)	?
CCNC(=O)N1CCC(c2noc(-c3ccncc3)n2)C1 (centres undefined)	20.3%
COCc1c(C(=O)N2CCN(C3CCCC3)CC2)cnn1-c1ncc2c(n1)-c1ccccc1CCC2	2.0%
CN1C(=O)[C@@H]2C[C@@H](CN2Cc2ccnc3ccccc23)Oc2ccccc21	?
COCCN1CCC(N2CCN(C(=O)C3CC3)CC2)C1=O (centres undefined)	18.6%
O=C1N(Cc2cccc(F)c2F)CCCC1(O)CNCc1ccccc1 (centres undefined)	?
O=C([C@@H]1C[C@H](F)CN1C(=O)c1ccc(C(F)(F)F)cc1)N1CCCCC1	38.9%
O=C(c1ccn[nH]1)N1C[C@@H](COc2cccnc2)[C@H](c2ccncc2)C1	54.0%[activator]
CCNC(=O)[C@@H]1C[C@H](NC(=O)c2ccc(CC)s2)CN1C1CCOCC1	14.7%
CCOc1cc(=O)n2c(c1C(=O)NCc1cc(OC)ccc1OC)CCCC2	40.6%
COc1ccc(S(=O)(=O)NC[C@H]2COCc3nc4cc(C)ccc4n32)cc1	?
CC(C)C[C@@H]1N[C@H](C(=O)NCC2CC2)Cc2cn(Cc3cccnc3)c3cccc1c23	19.2%[176 µM]
O=C(O)C1(Oc2ccc3ncccc3c2)CCN(c2cnccn2)CC1	-1.6%
COCCn1ncc(N2CCC(C(=O)NCc3ccc(OC)c(OC)c3)C2)cc1=O (centres undefined)	4.7%
Cc1noc(C)c1CC(=O)N1CCC(Cc2noc(-c3ccccc3)n2)C1 (centres undefined)	22.1%
O=C(Nc1ccc(Oc2ccccc2)cc1)N[C@H]1CO[C@H]2[C@@H]1OC[C@@H]2n1nnnc1Oc1ccc(-n2cncn2)cc1	?
N#Cc1ccc(C(=O)N2C[C@@H](Oc3ccccc3)C[C@H]2C(=O)NC2CC2)cc1	44.0%[activator]
CCOc1cc(=O)n2c(c1C(=O)NCc1cccc(F)c1)CCCCC2	19.2%
CS(=O)(=O)N1CCc2ccc(C(=O)Nc3ccc(Oc4ccccc4)cc3)cc21	10.0%
CC(C)n1cnc2c(NCCCCCCNC(=O)OC(C)(C)C)nc(NCCO)nc21	0.7%[57.4 µM]
Cn1cnnc1CC1CCCN(S(=O)(=O)c2ccc3c(c2)C(C)(C)C(=O)N3)C1 (centres undefined)	46.4%[activator]
CCOc1cc(-c2nc(C3CC(=O)N(c4ccc(Cl)cc4)C3)no2)cc(OCC)c1OCC (centres undefined)	27.0%
CS(=O)(=O)N1CCC(OC2CCN(C(=O)c3cccnc3)CC2)CC1	60.1%[activator]
Cc1cccc(CNC(=O)c2cc3n(n2)CC(c2ccc4c(c2)OCO4)OC3)c1 (centres undefined)	35.1%[activator]
Cc1cccc(C(=O)N2CCCC(c3nn(-c4ccc(F)cc4)c(=O)[nH]3)C2)c1 (centres undefined)	-12.5%
O=C1c2c(nc(COc3ccccc3)n2Cc2ccccc2)NCCN1CC1CC1	25.6%[176 µM]
CC(C)c1ccccc1Cc1cc(C(=O)Nc2ccc(S(=O)(=O)c3ccccc3C(C)(C)C)cc2)c(O)c(O)c1O	9.68µM*
CCc1nc2cc(C(=O)N3CCCN(C=O)CC3)cc(NC(=O)c3ccccc3OC)c2n1C	13.1%
CC(C)C1CNC(Cc2ccccc2)CN1C(=O)OC(C)(C)C (centres undefined)	22.1%[176 µM]
COc1ccc(-n2nc3n(c2=O)CCN(Cc2ccc(C#N)cc2)C3)cc1	0.5%[6.33 µM]
CN1c2cc(C(=O)Nc3ccc(Br)cc3)ccc2C(=O)N2CCCCC21 (centres undefined)	-15.6%
COc1ccccc1CCC(=O)N1CCC2(CC1)N(c1ccccc1)C(=O)CS2(=O)=O	34.0%
COCc1nc(N2CCN(c3ccc(OC)cc3)CC2)ncc1C(=O)O	2.8%
Clc1cccc2c1C1CC2CCN1Cc1ccccc1 (centres undefined)	50.0%[activator]
CC(C)C1=NOC2(CCN(C(=O)c3ccccc3)C2)C1 (centres undefined)	3.4%[12.5 µM]
CNC(=O)C1(N2CCC[C@H]2C(=O)N2CCOCC2)COC1	-0.5%[176 µM]
Cc1nc(C)c(C(=O)N2CCC(N3CC4CC(C3)[C@H]3CCCC(=O)N3C4)CC2)s1 (some centres undefined)	8.4%
CN(Cc1ccc(N2CCNC2=O)cc1)CC1CCCN(CCc2ccc(F)cc2)C1 (centres undefined)	18.6%
O=C1NCCC[C@@H]1NC(=O)[C@H]1CN(C(=O)c2ccccc2)CCN1S(=O)(=O)c1ccc(F)cc1	16.5%
c1ccc(CCc2nc3nccc(-c4ccc5c(c4)OCCCO5)n3n2)cc1	67.1%[activator]
O=C(COc1ccc2nncn2n1)N1CCCC(c2ccn[nH]2)C1 (centres undefined)	51.1%
O=C(O)c1cccc(C(=O)N2C[C@@H](C(=O)O)[C@H](c3ccc4c(c3)OCO4)C2)c1	-6.9%
CS(=O)(=O)N1CCC(OC2CCN(C(=O)Nc3cc(F)ccc3F)CC2)CC1	54.7%[activator]
C[S+](=O)([O-])N1CCc2nc(-c3ccccc3)nc(-c3ccc(Cl)cc3)c2C1	0.2%
COCC(=O)N[C@H]1CO[C@H]2[C@@H]1OC[C@@H]2Nc1nccc(-c2cccc(F)c2)n1	20.4%[176 µM]
O=C(Nc1ccc2c(c1)OCCO2)N1CC(c2nc(CCOCC3CC3)no2)C1	8.3%
CC(=O)Nc1cccc(-c2ccc3c(n2)CN(Cc2nc4ccccc4s2)C(=O)CO3)c1	-12.4%
CN(C)c1nc2c(c(=O)[nH]1)CCN(Cc1ccncc1)CC2	2.6%
O=C(NC[C@H]1OC[C@@H](NCc2ccccc2O)[C@@H]1O)Nc1ccccc1	2.7%[176 µM]
C[S+](=O)([O-])N1Cc2ccccc2CC2(CCN(CC3CCOCC3)C2)C1 (centres undefined)	11.8%[6.33 µM]
C[C@]1(CO)CN(c2cc(C(=O)Nc3ccc4c(c3)-c3c(c(C(N)=O)nn3-c3ccc(F)cc3)CC4)c(Cl)cn2)C[C@@]1(C)CO	-0.9%[57.4 µM]
O=C1Nc2ccccc2CC12CCCCN2[S+](=O)([O-])c1cccc(C(F)(F)F)c1 (centres undefined)	22.7%
CCn1ccc(C(=O)NCc2cccnc2N(C)CCc2ccccn2)n1	6.3%
COc1ccc2cc(C(=O)N3C[C@@H](CO)[C@H](c4ccccn4)C3)[nH]c2c1	3.5%
COC[C@@H]1CN(C(=O)Cc2c[nH]c3ccccc23)C[C@H]1c1nc(C)no1	17.5%
Cc1ccc(C(=O)NCC2CCOCC2)cn1	21.2%
Cn1cc(-c2cnc3[nH]cc(CC(=O)Nc4cccnc4)c3c2)cn1	7.1%[176 µM]
COCc1nc(CCNC(=O)c2ccoc2)no1	11.0%
CNC(=O)CCC[C@@H]1[C@H]2CCCN3CCC[C@@H](CN1C(=O)NCc1ccc(C)cc1)[C@@H]23	-8.3%
COc1cc(OC)cc(C(=O)N2CCC[C@H]2c2nc(-c3ccc(C)cc3)no2)c1	46.4%[activator]

Later entries
Molecule | ALOX12 inh
CCNC(=O)N[C@H]1C[C@@H](c2nc(-c3ccc(OC(F)(F)F)cc3)no2)N(C)C1 | 13.3%[176 µM]
O=C(COc1cccc(-c2nnc3n2CCCC3)c1)NCc1ccccc1 | 4.8%
O=C(CN1CC2CC(C1)[C@H]1CCCC(=O)N1C2)N1CCCCCC1 (some centres undefined) | -15.1%
CC1=NS(=O)(=O)N(C)C=C1C(=O)OCc1nc(Cc2ccc(C)cc2)no1 | 43.2%
FC(F)(F)c1cccc(-c2noc(-c3ccc(NCCN4CCOCC4)nc3)n2)c1 | 68.8%[activator]
OCc1ccc(CN[C@H]2[C@H](O)[C@@H](N3CCC(Cc4ccccc4)CC3)[C@@H]3OC[C@H]2O3)o1 | 26.4%[176 µM]
O=[S+]([O-])(c1cccs1)N1CCCC2(CC(c3ccccn3)=NO2)C1 (centres undefined) | 1.2%[6.33 µM]
COc1ccc(O[C@H]2COCCN(S(=O)(=O)c3c(C)noc3C)C2)cc1 | 40.6%[activator][176 µM]
O=C(NCC1CCOCC1)c1ccoc1 | 22.7%
CC(C)(O)C#Cc1ccc(CN2CCCC(CCC(=O)Nc3ccccc3F)C2)s1 (centres undefined) | 34.2%[activator]
O=[S+]([O-])(c1ccc(Br)cc1)c1nnn2c1nc(NCc1ccncc1)c1ccccc12 | 7.3%[6.33 µM]
CCn1cc(CN2C[C@@H](CO)[C@H](NC(=O)C3CC3)C2)cn1 | 56.9%[activator]
COc1ccc(-c2nnc(C[C@@H]3C[C@@H](C(C)C)[C@H](CO)C=C3C)o2)cc1 | 10.0%[176 µM]
CCc1nc2c(c(-c3ccc(Cl)cc3)n1)CN(Cc1ccc(OC)cc1)CC2 | 10.3%
COCc1nc(-c2ccc(OC3CN(S(=O)(=O)c4ccccc4C)C3)cc2)no1 | 17.1%
CC(C)NC(=O)C1CCC(=O)N1C1CCNCC1 (centres undefined) | 32.1%
CCN1CC2(CCN(C(=O)c3cnc4c(O)cccn4c3=O)CC2)OC1=O | 87.7%[activator]
CNC(=O)[C@@H]1CN(C(=O)c2cc(C)[nH]n2)C[C@H]1C1CCN(C)CC1 | 23.1%
O=C(NCc1ccccc1)c1cnc2n1CCN(Cc1ccc(F)cc1)CC2 | 58.3%[activator][176 µM]
Cn1c(CNC(=O)CC2CCOCC2)nc2ccccc21 | 74.7%[activator]
CC(C)(C)C(=O)N1CCCC2(CN[S+](=O)([O-])c3cccnc3O2)C1 (centres undefined) | 1.6%[6.33 µM]
Cc1cccc(C(=O)N2C[C@@H](F)C[C@H]2C(=O)N2CCOCC2)c1 | 47.8%[activator]
Cc1nc(C(=O)N2CCC(c3nnc(Cn4cccn4)n3C)CC2)cs1 | 75.3%[activator]
O=C(c1ccco1)N1CC[C@@H]2[C@@H](CCC(=O)N2CCc2ccccn2)C1 | -4.3%
Cc1cc(N)n(CC(=O)N[C@@H]2COCC[C@@H]2OCc2cscn2)n1 | 33.8%
CCCC(=O)Nc1ccc(C(=O)N2CCc3nc(C)n(C)c(=O)c3CC2)cc1 | 6.0%
CCN(CC)C(=O)C(C)[C@@H]1CC[C@@]2(C)CC[C@H](NC(=O)c3ccccc3)[C@@H](C)[C@@H]2[C@H]1O (some centres undefined) | 0.7%[176 µM]
CCn1ccc(C(=O)N2C[C@@H](COc3ccccc3)[C@H](C(N)=O)C2)n1 | 23.5%
Cc1ncc2n1C(=O)N(C1CCN(C(=O)c3cccc(Cl)c3)CC1)C2 | 11.8%
CCc1ccccc1NC(=O)c1cc2c(N3CCSCC3)nc(C)cn2n1 | 23.5%
O=C(CC1CCCC1)N[C@H](C(=O)N1CCC[C@H]1C(=O)NCc1ccccc1)c1ccccc1 | -17.6%
Cc1noc(C)c1[S+](=O)([O-])N1CCc2nc(C3CC3)nc(-c3ccc(Cl)cc3)c2C1 | 2.6%[6.33 µM]
